# Screens (PubChem BioAssay)
# NPY-Y1 antag = antagonists of human neuropeptide Y receptor Y1. inhibition, % at 3.6 µM. HEK293-CNG Y1 cells, membrane potential fluorescence; NPY at EC95, then isoproterenol. 1% of 200,000 active. P25929;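 active = inhibition above the campaign mean inhibition of all tested compounds plus 3 SD, cut at about 20% in these data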;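 also: 0% = DMSO wells given NPY plus isoproterenol and 100% = isoproterenol alone without NPY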
# Target sequence (P25929 whole entry, looked up): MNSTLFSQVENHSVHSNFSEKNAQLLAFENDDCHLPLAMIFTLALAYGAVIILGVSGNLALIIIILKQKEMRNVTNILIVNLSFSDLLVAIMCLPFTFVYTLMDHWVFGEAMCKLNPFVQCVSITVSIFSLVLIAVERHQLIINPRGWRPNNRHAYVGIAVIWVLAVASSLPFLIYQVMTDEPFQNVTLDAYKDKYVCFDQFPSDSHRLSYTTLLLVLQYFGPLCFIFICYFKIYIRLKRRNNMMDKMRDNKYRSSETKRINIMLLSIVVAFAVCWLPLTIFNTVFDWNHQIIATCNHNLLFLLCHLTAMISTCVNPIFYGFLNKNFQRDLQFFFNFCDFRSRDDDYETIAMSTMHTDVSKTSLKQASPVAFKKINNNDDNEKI
#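 Assay system: HEK293 Y1/CNG channel cell line; Doses: single compound dose of 3.6 µM, 0.4% DMSO; Timing: dye 3 h, compound 60 min room temperature, stimulation 45 min; Technique: Membrane-potential fluorescent dye readout; Measure: % inhibition of NPY effect.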
# S1P4 antagonist = human S1P4 receptor antagonism; S1P4-expressing cells, antagonist mode, reporter read-out; inhibition, % at 4.98 µM; 0.26% of 220,000 active; in the data active = inhibition above about 29%;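 also: 0% = wells stimulated with agonist and 100% = vehicle wells without agonist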
# Target sequence (O95977 whole entry, looked up): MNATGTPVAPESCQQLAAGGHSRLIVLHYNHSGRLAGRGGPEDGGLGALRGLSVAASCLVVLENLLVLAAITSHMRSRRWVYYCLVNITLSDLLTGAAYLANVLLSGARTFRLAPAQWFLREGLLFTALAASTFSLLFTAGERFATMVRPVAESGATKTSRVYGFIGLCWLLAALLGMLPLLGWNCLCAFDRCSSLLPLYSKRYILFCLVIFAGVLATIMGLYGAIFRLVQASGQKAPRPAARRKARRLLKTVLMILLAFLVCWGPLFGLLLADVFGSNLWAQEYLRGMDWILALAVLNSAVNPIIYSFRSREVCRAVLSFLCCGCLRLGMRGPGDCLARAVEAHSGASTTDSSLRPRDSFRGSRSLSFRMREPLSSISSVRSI
# S1P4 ag = human S1P4 receptor agonism | activation, % at 4.98 µM | S1P4-expressing cell line, agonist reporter assay | 0.35% of 220,000 active; in the data active = activation above about 11%;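 also: 0% = DMSO vehicle and 100% = reference agonist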
# Ba/F3 V617F tox = loss of viability in JAK2V617F-driven Ba/F3 cells | AID 1446 | 1.1% of 220,000 active | inhibition, % at 5.6 µM | Ba/F3 EpoR-JAK2V617F viability, ATP luminescence;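 active = inhibition above the campaign mean plus 3 SD over all tested compounds, cut at about 24% in these data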;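 also: cytokine-independent growth of Ba/F3 cells driven by EpoR plus mutant JAK2; 0% = DMSO-treated cells and 100% = JAK inhibitor I control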
# BaF3 tox = reduces parental Ba/F3 cell viability, JAK2V617F counter-screen | 1.1% of 220,000 active | CellTiter-Glo ATP luminescence | inhibition, % at 5.6 µM;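 active = inhibition above a per-campaign cutoff, the mean inhibition of all tested compounds plus 3 SD, cut at about 27% in these data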;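 also: 0% = DMSO wells and 100% = JAK Inhibitor I control wells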
# RBBP9 inh = inhibitors of human serine hydrolase RBBP9 | recombinant RBBP9, FP-Rh probe fluorescence polarization | inhibition, % at 7.94 µM | O75884 | 0.2% of 220,000 active;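 active = inhibition above the campaign mean of all tested compounds plus 3 SD, cut at about 14% in these data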;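 also: plate controls were DMSO wells with RBBP9 for no effect and wells lacking RBBP9 protein for full effect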
# Target sequence (O75884 whole entry, looked up): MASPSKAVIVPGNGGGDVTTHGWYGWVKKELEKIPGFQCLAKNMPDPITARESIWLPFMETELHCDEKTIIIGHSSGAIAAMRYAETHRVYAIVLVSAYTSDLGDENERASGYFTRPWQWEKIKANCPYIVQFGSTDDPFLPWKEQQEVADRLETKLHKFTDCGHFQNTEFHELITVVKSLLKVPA
#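 System: RBBP9 protein | Quantity: 2.5 µM RBBP9 dispensing solution, before mixing | Reagent: FP-Rh probe, 375 nM dispensing solution | Timing: Enzyme-compound preincubation 30 min, then probe labeling 45 min, 25 °C | Measured by: Fluorescence polarization | Read-out: % inhibition | Replication: One well per compound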
# NPY2 pot ag = potentiators or agonists of human neuropeptide Y receptor Y2; AID 1359; P49146; activation, % at 3.6 µM; 0.45% of 220,000 active; cells expressing NPY-Y2, potentiator/agonist read-out; in the data active = activation above about 27%;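 also: cells stimulated with NPY near EC25 plus isoproterenol at EC100; 0% = vehicle plus submaximal agonist and 100% = vehicle plus saturating agonist; some results beyond the cut were filed as inactive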
# NPY1 pot ag = potentiates or activates human NPY-Y1 receptor; P25929; NPY-Y1 expressing cells, potentiator/agonist activation; activation, % at 3.6 µM; 0.37% of 220,000 active; in the data active = activation above about 33%, passing the limit was not always enough;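 also: cells stimulated with NPY at EC10 then isoproterenol at EC100; 0% = low agonist plus stimulus and 100% = saturating agonist plus stimulus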
# Runt-CBFb FRET = blocks binding of human RUNX1 Runt domain to CBFb; Q01196+Q13951; Cerulean-Runt/Venus-CBFb FRET ratio 530/480, 1 h; inhibition, % at 20 µM; 0.46% of 220,000 active; AID 1496;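 active = inhibition over about 50% at 20 µM in the single-dose screen, limit read from the data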;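 also: 0% = DMSO wells and 100% = excess unlabeled CBFb competitor control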
#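 Assay system: Cerulean-Runt domain / Medium: Tris 50 mM pH 7.5, KCl, K2SO4, 0.01% BSA / Timing: protein complex preformed 1 h, compound exposure 1 h, room temperature, dark / Measured by: FRET, excitation 422 nm, emission at 530 and 480 nm / Evaluation: loss of energy transfer signal / Control set: 5 µM unlabeled CBFb as full-inhibition high control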
# Numbers without * were called inactive; / = not tested or not shown. Compounds were not picked by outcome (roughly 3.6% active in at least one column).
SMILES,NPY-Y1 antag,S1P4 antagonist,S1P4 ag,Ba/F3 V617F tox,BaF3 tox,RBBP9 inh,NPY2 pot ag,NPY1 pot ag,Runt-CBFb FRET
Cc1ccc(C(=O)Nc2ccc(S(=O)(=O)N3CCc4ccccc4C3)cc2)o1,6,-28,3.0,4,4,-20,-8,-23,1
CC(=O)N(Cc1ccc(F)cc1)C1=C(NCc2ccccc2)C(=O)c2ccccc2C1=O,3,-5,1.0,12,48*,-2,38*,-7,0
Cc1nc(SCn2nnc3ccccc3c2=O)nc(C)c1C,11,8,1.0,0,4,-6,0,3,-3
CCOc1ccc(C(=O)NCC(=O)OCc2c(F)cccc2Cl)cc1,12,-3,1.3,0,6,-6,-2,4,-1
CCN(CC)CCNS(=O)(=O)c1ccc(Cl)cc1,7,13,-0.9,-7,-1,-5,5,-1,2
CSc1ccc(Cl)c(C(=O)OCC(=O)N2CC(C)OC(C)C2)c1 (configuration not stated),-2,-14,2.0,-1,8,1,-4,13,2
Clc1ccc(/C=N/N2CCCCC2)cc1,/,17,-0.3,1,-1,-10,3,-2,2
O=C(Cn1c(=O)oc2ccccc21)c1ccccc1,7,-15,-1.5,-6,-1,-1,16,6,-4
O=C(C(=O)N1CCCC1CO)N1CCCC1CO (configuration not stated),4,-9,2.1,-3,8,-3,-16,6,2
O=[N+]([O-])c1cc2oc3c(c2c(C=NCc2ccncc2)c1O)CCCC3,-1,4,0.9,0,4,-10,8,-13,0

# Single records, as listed above. Values in the order: NPY-Y1 antag, S1P4 antagonist, S1P4 ag, Ba/F3 V617F tox, BaF3 tox, RBBP9 inh, NPY2 pot ag, NPY1 pot ag, Runt-CBFb FRET
# CCN(CC)CCNS(=O)(=O)c1ccc(Cl)cc1 as listed: 7, 13, -0.9, -7, -1, -5, 5, -1, 2
# CSc1ccc(Cl)c(C(=O)OCC(=O)N2CC(C)OC(C)C2)c1 (configuration not stated) as listed: -2, -14, 2.0, -1, 8, 1, -4, 13, 2
# O=[N+]([O-])c1cc2oc3c(c2c(C=NCc2ccncc2)c1O)CCCC3 as listed: -1, 4, 0.9, 0, 4, -10, 8, -13, 0
# CC(=O)N(Cc1ccc(F)cc1)C1=C(NCc2ccccc2)C(=O)c2ccccc2C1=O as listed: 3, -5, 1.0, 12, 48*, -2, 38*, -7, 0
# O=C(Cn1c(=O)oc2ccccc21)c1ccccc1 as listed: 7, -15, -1.5, -6, -1, -1, 16, 6, -4

# (next part)
SMILES,NPY-Y1 antag,S1P4 antagonist,S1P4 ag,Ba/F3 V617F tox,BaF3 tox,RBBP9 inh,NPY2 pot ag,NPY1 pot ag,Runt-CBFb FRET
O=[N+]([O-])c1ccc(-c2csc(Nc3ccccc3)[n+]2Cc2ccccc2)cc1,11,-15,-2.0,-5,3,-1,12,-4,-4
O=c1oc2cc([N+](=O)[O-])ccc2nc1/C=C(\O)c1cccc(Br)c1,/,-1,0.3,-3,-6,-9,-17,-2,-1
Cc1[nH]c2ccccc2c1C(=O)CSC(=S)N1CCOCC1,/,-3,-0.4,4,-3,-6,-7,-5,0
COc1ccc(N(C(=O)c2cccnc2)S(=O)(=O)c2cccc([N+](=O)[O-])c2)cc1,-1,0,2.4,-2,5,1,6,4,2
COc1cccc(/C=C2\SC(=O)N(CCC(=O)NNC(=O)c3cccc(Cl)c3)C2=O)c1,-4,-3,2.3,-3,2,-7,1,20,-2
CC(C)NC(=O)CCCc1c[nH]c2ccccc12,3,-16,1.4,0,5,-1,-7,10,0
O=C(/C=C/c1ccccc1)N1CCN(c2ccccn2)CC1,0,-19,0.8,-4,2,3,-8,-6,-1
CCn1cc(/C=N\NC(=O)c2c[nH]c3ccccc23)c(C)n1,1,-9,0.1,-1,5,-3,9,-4,-2
CCCCCCc1c(O)nc(SCCN(C)C)[nH]c1=O,/,-8,0.0,-1,-2,-7,-18,-1,1
Cc1cc2cc(CNC(=O)c3cccc([N+](=O)[O-])c3)ccc2[nH]1,2,12,1.9,0,6,-5,-4,-20,1
Cc1ccc(S(=O)(=O)CC(=O)Nc2ccc(S(=O)(=O)Nc3ccccn3)cc2)cc1,0,-22,1.0,-2,3,0,7,13,0
CCOC(=O)C1CC=C(Cl)CC1C(=O)Nc1nccs1 (configuration not stated),1,-18,2.5,-2,0,5,6,-13,0
COc1cc(/C=N/NC(=O)C(=O)NCC2CCCO2)cc(Cl)c1O (configuration not stated),/,-3,1.6,-2,0,-4,8,23,3
O=C(O)C(O)c1ccccc1 (configuration not stated),-1,-16,1.5,-1,-8,-1,-6,9,0
CC(Sc1nnc(Cc2cccs2)n1C1CCCCC1)C(=O)NCc1ccco1 (configuration not stated),3,-5,0.8,5,11,-9,-13,-41,-1
CCN(Cc1ccccc1)C(=O)C1CCC(CNc2c(N3CCOCC3)c(=O)c2=O)CC1 (configuration not stated),1,-21,1.1,1,6,-7,-6,11,-1
CCOC(=O)C1CCCN(CCC(=O)Nc2ccc3c(c2)CCC3)C1 (configuration not stated),1,7,-0.3,-2,2,-9,9,15,-1
Cc1cc([N+](=O)[O-])ccc1NC(=S)NC(=O)C(c1ccccc1)c1ccccc1,1,2,0.9,3,2,-8,-8,-15,1
O=c1ccc(S(=O)(=O)N2CCC(Cc3ccccc3)CC2)c[nH]1,8,-25,2.7,2,5,-10,-5,-9,-2
O=C(NCc1ccco1)c1cc2n(n1)C(C(F)(F)F)CC(c1ccc(Br)cc1)N2 (configuration not stated),8,-1,-0.8,-1,6,-7,14,11,-11
CSC1=NC(C)(C)CC2(C)Nc3ccccc3N12 (configuration not stated),-1,7,0.3,2,0,4,8,-9,7
C=CCn1c(-c2ccc(C)cc2)nc2ccccc21,1,-13,0.2,11,19,-8,-13,-7,2
COc1ccc(CNc2nc(-c3ccccc3)nn2C(=O)c2ccc([N+](=O)[O-])cc2)cc1,-2,11,-0.7,0,2,-6,4,-14,0
NNS(=O)(=O)c1ccc(Sc2ccccn2)c([N+](=O)[O-])c1,/,-10,0.1,1,2,-1,7,-7,1
Cc1cc(C)c2c(CC(=O)N(CCC#N)Cc3cccnc3)coc2c1,3,-9,-3.9,4,11,-3,-13,-14,0
CCn1c(=O)cc(SCC(=O)N2CCN(c3ccccc3F)CC2)c2ccccc21,24*,-7,0.5,-2,-3,2,-70,3,-2
Nc1c([N+](=O)[O-])cc(-c2cnc[nH]2)cc1[N+](=O)[O-],2,-14,1.4,1,5,-10,-4,-8,0
Cc1ccc(C=Nc2ccccc2C(=O)Nc2ccccc2)cc1,-2,-4,1.4,0,7,-6,-13,14,1
CCOC(=O)C1=C(c2ccccc2)NC(=S)NC1c1ccc(Cl)c([N+](=O)[O-])c1 (configuration not stated),-3,1,-0.8,-5,9,-5,13,-2,-1
O=C(O)C1CCCN1S(=O)(=O)c1ccc2ccccc2c1 (configuration not stated),10,-20,-0.2,-2,7,-3,2,8,1
O=C(Nc1ccc2c(c1)OCO2)c1cccc(S(=O)(=O)N2CCCC2)c1,-2,-6,1.0,0,-6,-2,-3,-10,0
N#Cc1c(NC(=O)c2ccc(-c3ccccc3[N+](=O)[O-])o2)sc2c1CCCC2,-3,-2,-0.4,3,7,-11,1,-39,1
CN(C)c1ccc(C(CC(=O)O)NC(=O)c2ccc(Cl)cc2)cc1 (configuration not stated),4,-11,-2.8,4,5,-7,-14,-3,3
Cc1occc1-c1nc(-c2ccncc2)no1,-3,-1,0.0,2,3,0,3,-23,1
Cc1ccc(-c2csc(N(Cc3ccco3)C(=O)c3cccs3)n2)cc1,10,3,-1.0,-2,2,-4,2,-14,3
O=C(c1ccc2c(c1)OCO2)N(c1ccc(F)cc1)C1C=CS(=O)(=O)C1 (configuration not stated),2,-11,1.2,-2,2,-12,-14,2,4
COc1cc(OC)cc(C(=O)Nc2cccc(N3CCCC3)c2)c1,1,9,3.2,-2,2,-7,9,-16,7
COc1ccccc1Cn1nnc2c(=O)[nH]c(C3CCN(C(=O)c4ccc(C)cc4)CC3)nc21,1,2,-1.4,2,11,-2,-16,-24,-4
CC1CCCCN1S(=O)(=O)c1cccc2cccnc12 (configuration not stated),-5,-5,-2.3,3,5,1,-3,0,1
CCCCOC(=O)Nc1nc2ccc(OC)cc2s1,4,17,-0.4,-3,5,-1,-6,6,4
CCOC(=O)C1(CC2CCCCO2)CCN(S(=O)(=O)c2cccc(F)c2)CC1 (configuration not stated),7,2,-2.1,4,11,-8,-3,23,0
COc1cccc(-c2[nH]nc3c2C(c2ccc(C)o2)C(C#N)=C(N)O3)c1 (configuration not stated),29*,-5,-0.6,6,8,3,-16,15,8
Cn1cc(NC(=O)OCc2ccc(Cl)cc2)c(C(F)(F)F)n1,-3,7,-0.3,3,1,-8,2,1,-1
O=C(CNC(=O)c1cccs1)NCC(=O)OCc1c(F)cccc1Cl,2,-9,0.4,-1,0,-2,-3,12,1
Cc1nc2ccc(NC(=O)c3nn(CC(C)C)c(=O)c4ccccc34)cc2s1,9,40*,-1.9,7,10,-9,-24,-63,-2
CSc1nnc(-c2ccccc2)n1N,0,-6,3.3,-6,-1,4,-3,4,0
CC(C)CCn1c(=O)c2ccccc2n2c(CN(C)Cc3ccccc3)nnc12,-1,-7,0.1,1,10,-5,-19,24,-4
CC(=O)c1ccc(NC(=O)Nc2ccc(Cl)cc2)cc1,-8,-10,0.3,1,6,-18,7,24,1
COc1ccc(-c2cc(-c3ccc(OC)cc3)c(C#N)c(SC)n2)cc1,7,-11,-2.9,-2,2,-4,7,-2,0
CCOc1ccc(OCC)c(NC(=O)Cn2c(C)nc3ccccc3c2=O)c1,11,-3,-1.2,3,3,-1,-8,7,-2
# Carrying on.
SMILES,NPY-Y1 antag,S1P4 antagonist,S1P4 ag,Ba/F3 V617F tox,BaF3 tox,RBBP9 inh,NPY2 pot ag,NPY1 pot ag,Runt-CBFb FRET
CNC(=O)CSc1nc(SC)ns1,9,-10,1.9,0,7,-7,7,2,2
CCOc1ccc2nc(NC(=O)CSc3nc(-c4ccccc4)c(C#N)c(=O)[nH]3)sc2c1,-1,-4,-0.3,0,3,-13,0,-11,-5
COc1ccc(CC(=O)OCC(=O)Nc2ncc(Cl)cc2Cl)cc1OC,0,-21,-1.6,-2,5,-17,2,-11,0
N/C(=N\OC(=O)c1ccc(Cl)cc1[N+](=O)[O-])c1cccnc1,/,3,-0.4,-4,6,7,12,2,12
FC(F)(F)c1ccccc1NC(=S)NN1CCOCC1,2,-15,3.4,5,6,-3,-1,10,3
CCCCN1C2CCCC1CC(NC(=O)C1CCCCC1)C2 (configuration not stated),4,-5,0.7,-2,2,-4,13,1,-2
Cc1ccc(N/N=C(\C#N)C(=N)N2CCCCC2)cc1,/,-4,0.8,-1,0,-6,-17,-14,2
CC(C)(C)c1ccc(C(=O)N2CCCC2)s1,/,14,0.8,2,3,-6,1,-9,0
CSCCC(NS(=O)(=O)c1ccc2c(c1)oc(=O)n2C)C(=O)NCc1ccc(C)cc1 (configuration not stated),/,-11,0.8,-3,-4,9,-8,5,-2
